Assay outcomes from PubChem.
uPA surface inh = inhibitors of cell surface uPA generation; cell surface uPA generation assay, qHTS; Potency, µM (series often up to 38.3 µM), for the others: at the top dose activity change, negative = inhibition, hits mostly inhibitors; 330,000 compounds, 0.31% hits; active = well fitted inhibition curve with a large enough effect; inconclusive = small, poorly fitted or top-dose-only effect; inactive = no such curve, though single readings can be large or run the other way; tested in mouse RAW 264.7 cells; also: potency is read from the fitted curve at half-maximal effect; % is scaled to controls: 0 for no effect and ±100 for the full control effect; nearly all actives have a fitted effect of over 55% in size
USP2a block = inhibitors of human ubiquitin-specific protease USP2a; 330,000 compounds, 0.01% hits; USP2 core, Ub-CHOP2 coupled fluorogenic reporter, 485/531; Potency, µM (doses to about 38.3 µM), for the others: top-dose activity change, negative = inhibition, usual class: inhibitors; O75604;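 also: potency is read from the fitted curve at half-maximal effect; plate controls were DMSO wells for no effect and full inhibition by NEM control for full effect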
Target sequence (O75604 whole entry, looked up): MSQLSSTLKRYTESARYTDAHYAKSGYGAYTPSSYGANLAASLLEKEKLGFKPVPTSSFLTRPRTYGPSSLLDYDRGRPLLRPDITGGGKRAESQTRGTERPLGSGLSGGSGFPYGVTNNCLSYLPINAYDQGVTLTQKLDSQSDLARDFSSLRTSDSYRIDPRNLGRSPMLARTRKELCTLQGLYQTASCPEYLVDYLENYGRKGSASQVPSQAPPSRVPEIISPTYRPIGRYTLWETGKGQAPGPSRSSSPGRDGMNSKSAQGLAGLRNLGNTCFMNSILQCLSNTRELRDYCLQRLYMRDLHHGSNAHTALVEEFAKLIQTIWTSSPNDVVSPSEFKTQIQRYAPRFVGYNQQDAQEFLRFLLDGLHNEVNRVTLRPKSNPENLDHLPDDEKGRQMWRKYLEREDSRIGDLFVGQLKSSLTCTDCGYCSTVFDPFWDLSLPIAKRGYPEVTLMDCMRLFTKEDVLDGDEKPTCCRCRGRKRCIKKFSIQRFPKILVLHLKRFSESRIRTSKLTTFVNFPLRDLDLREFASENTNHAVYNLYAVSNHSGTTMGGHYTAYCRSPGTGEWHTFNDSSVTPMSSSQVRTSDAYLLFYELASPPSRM
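Cell-free coupled assay: 10nM USP2 core preincubated 30min RT with compound in Tris-HCl pH 8.0/CaCl2/CHAPS buffer, then 25nM Ub-CHOP2 and 25nM reporter substrate; fluorescence (Ex 485/Em 531) read after 60min RT, normalized to NEM inhibition, concentration-response curves fitted.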
ELG1 repair inh = inhibitors of ELG1-dependent DNA repair in HEK293T cells. Potency, µM (highest dose often 46.1 µM), inactives show top-dose activity change, negative = inhibition, hits mostly inhibitors. HEK293T ELG1-luciferase reporter, luminescence, 16 h; DNA damage induced by 5-fluorouridine. 330,000 compounds, 2.3% hits; also: potency is read from the fitted curve at half-maximal effect; % is scaled to controls: 0 for no effect and ±100 for the full control effect; nearly all actives have a fitted effect of over 55% in size
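Luminescence from the luciferase reporter, measured 30 min after ONE-Glo reagent at room temperature, was the read-out. Beforehand, 2,000 cells per well were exposed for 16 hr at 37 °C to 5-fluorouridine together with compound or vehicle.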
Chronic BCR inh = blocks chronic active B-cell receptor signaling | 340,000 compounds, 0.05% hits | AID 493014 | ABC-DLBCL IkBa-CBG/CBR reporter, luminescence ratio, 4 h | Potency, µM (top dose mostly 46.1 µM), without a hit: at the highest dose ratio change, negative = lower green/red ratio, usual class: inhibitors; active = well fitted inhibition curve with a large enough effect in the signal ratio, with a control signal flat, not every such curve was filed as active; inconclusive = small, poorly fitted or top-dose-only effect, or effect the other way, or a change in a side signal; the % refers to the signal ratio;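 also: potency is read from the fitted curve at half-maximal effect; plate controls were basal doxycycline-induced cells for no effect and cells given 10 µM MG132 for full effect; MG132 reads +100%, hits lower the ratio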
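Concentration-response series (up to 46 uM) were applied to TMD8 dual-reporter cells for 4 h at 37C with doxycycline. Green/red ratio, after filter-overlap correction, defined %Activity; red signal alone was normalised to basal cells and zero luminescence.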
TSHR antag = blocks TSH signaling through the human TSH receptor. P16473. TSHR-expressing cells, TSH-stimulated cAMP HTRF, 2 h; hits give low values. activity change, negative = inhibition, % at 11.5 µM. 330,000 compounds, 0.2% hits;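 active = activity change below a set negative limit, meaning inhibition stronger than a set level, cut at about -70% in these data; inconclusive = activity change between two set negative limits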; also: % is scaled to controls: 0 for no effect and ±100 for the full control effect
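Competitive HTRF cAMP read-out (cryptate anti-cAMP antibody, cAMP-d2; 30 min, room temperature) in freshly harvested TSHR cells. Compounds added before TSH at EC80 (4nM final), followed by 2 hours' incubation at 37 deg C.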
B2AR arrestin = agonists driving beta-arrestin recruitment to human beta2-adrenergic receptor; P07550; beta-arrestin recruitment to beta2AR, cell-based reporter; Potency, µM (highest dose often 46.1 µM), for the others: at the top dose activation, usual class: activators; 330,000 compounds, 0.02% hits; AID 492947;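 also: potency is read from the fitted curve at half-maximal effect; 0% = DMSO controls and full agonism = EC100 isoproterenol or metaproterenol; nearly all actives have a fitted effect of over 65% in size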
Mito fusion yeast = blocks mitochondrial division or promotes mitochondrial fusion | 320,000 compounds, 0.23% hits | S. cerevisiae fusion-defective mutant growth rescue, CellTiterGlo 48 h | Potency, µM (highest dose often 46.1 µM), inactives show top-dose growth rescue (activation), hits mostly activators;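 also: potency is read from the fitted curve at half-maximal effect; % of control where 0% means no effect; nearly all actives have a fitted effect of over 45% in size; temperature-sensitive fusion mutants such as fzo1-1 at 37 °C on non-fermentable ethanol glycerol medium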
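Luminescent cell viability in 1536-well qHTS format served as the measure of rescued growth in ts fusion-mutant S. cerevisiae cultured on non-fermentable YPEG for 48 hours at 37C.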
TCR act = activators of T cell receptors. primary human leukocytes, anti-CD3, IL-2 HTRF, 48 h. Potency, µM (top dose mostly 9.22 µM), for inactives: at the top dose activation of IL-2 secretion, actives largely listed as activators. 330,000 tested, under 10 active. AID 504894; also: % of control where 0% means no effect
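Using a-CD3 beads without co-stimulation, primary human leukocytes were exposed to compounds for 48 hr. An HTRF IL-2 kit measured the cytokine, with europium-to-d2 energy transfer producing emission at 665nm upon 320nm excitation.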
Tb PFK inh = blocks T. brucei phosphofructokinase. Potency, µM (doses to about 57.5 µM), inactives show at the top dose activity, negative = inhibition, most hits filed as inhibitors. 330,000 compounds, 0.17% hits. AID 485367. T. brucei PFK, ADP-Glo luminescence. O15648;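 also: potency is read from the fitted curve at half-maximal effect; 0% = uninhibited 1x PFK enzyme wells and -100% = no-enzyme wells; nearly all actives have a fitted effect of over 60% in size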
Target sequence (O15648 whole entry, looked up): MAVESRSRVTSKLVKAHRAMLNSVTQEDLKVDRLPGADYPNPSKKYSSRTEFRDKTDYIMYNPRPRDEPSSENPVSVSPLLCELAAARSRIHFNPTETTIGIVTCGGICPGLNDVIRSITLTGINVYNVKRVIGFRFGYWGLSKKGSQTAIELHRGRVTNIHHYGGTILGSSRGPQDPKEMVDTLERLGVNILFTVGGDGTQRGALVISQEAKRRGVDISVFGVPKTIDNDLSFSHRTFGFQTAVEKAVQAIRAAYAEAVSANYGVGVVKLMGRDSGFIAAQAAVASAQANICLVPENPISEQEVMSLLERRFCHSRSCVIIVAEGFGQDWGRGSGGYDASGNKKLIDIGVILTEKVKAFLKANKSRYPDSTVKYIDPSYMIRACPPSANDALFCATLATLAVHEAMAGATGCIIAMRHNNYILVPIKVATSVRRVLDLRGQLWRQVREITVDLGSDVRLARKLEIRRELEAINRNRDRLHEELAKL
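Luminescent ADP detection (ADP-Glo, two-step: ATP depletion then ADP-to-ATP conversion for luciferase) reported PFK activity after 45 min room-temperature reaction of 1.25 nM enzyme with 0.5 mM F6P and 0.1 mM ATP at pH 8.0.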
Eya2 phos inh = blocks the phosphatase activity of human Eya2; recombinant Eya2, OMFP fluorescence dephosphorylation (OMFP is methylfluorescein phosphate); Potency, µM (series often up to 76.9 µM), for inactives: at the highest dose activity, negative = inhibition, most hits filed as inhibitors; 330,000 compounds, 0.006% hits; AID 488837; also: potency is read from the fitted curve at half-maximal effect; % is scaled to controls: 0 for no effect and ±100 for the full control effect
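Eya2 (0.2 uM) preincubated 10 min at ambient with compound, then OMFP substrate added at 50 uM; 10 min reaction in 50 mM HEPES pH 7.5, 50 mM NaCl, 5 uM MgCl2, 0.05% BSA, 1 mM DTT. Fluorescence read at Ex 485/Em 525 nm.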
TSG101-PTAP inh = blocks PTAP/TSG101 interaction to inhibit HIV-1 budding | Fluorescence polarization, FITC-PTAP peptide / Tsg101 binding | Potency, µM (doses to about 115 µM), without a hit: at the highest dose activity change, negative = inhibition, most hits filed as inhibitors | 340,000 tested, under 10 active | AID 493005; active = well fitted inhibition curve with a large enough effect in the main read-out, with a control signal flat, not every such curve was filed as active; inconclusive = small, poorly fitted or top-dose-only effect, or effect the other way, or a change in a side signal; inactive = no such curve, though single readings can be large or run the other way; also: potency is read from the fitted curve at half-maximal effect; % of control where 0% means no effect
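Fluorescence polarization binding of Tsg101 binding domain (10 uM final) to FITC-labeled PTAP peptide (50 nM final) in HEPES pH 7.5 buffer with NaCl, Tween 20, EDTA, TCEP. Compounds added before peptide; binding 20 min at RT.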
Numbers without * were called inactive; u = inconclusive; x = not tested or not shown; [ ] = remark or other dose. Unless noted, calls follow the shape of the dose curve; as a rule, active = well fitted curve in the direction sought with a large enough effect; inconclusive = small, poorly fitted or top-dose-only effect, or another doubt; inactive = no such curve, though single readings can be large; an effect the other way counts as inactive or inconclusive.

Every second line gives: uPA surface inh	USP2a block	ELG1 repair inh	Chronic BCR inh	TSHR antag	B2AR arrestin	Mito fusion yeast	TCR act	Tb PFK inh	Eya2 phos inh	TSG101-PTAP inh
C[C@H](CO)N1C[C@H](C)[C@@H](CN(C)S(=O)(=O)c2ccccc2)Oc2c(NS(=O)(=O)c3ccc(F)cc3)cccc2C1=O
→ 5%	0%	3%	-1%	4	-0.1%	x	-3%	2%	-1%	0%
Cc1ncn(-c2ccccc2)c1-c1ccccc1
→ 0%	0%	-5%	-6%	-31	0.0%	-23%	-1%	-20%	-21%	-9%
O=C(CN1CC(=O)Oc2ccccc21)OCC(=O)c1cccc(Br)c1
→ -10%	-1%	7%	u	-10	0.2%	3%	0%	0%	-14%	-2%
Nc1nc(COC(=O)C2CC(=O)N(Cc3ccccc3Cl)C2)nc(Nc2ccccc2)n1 (configuration not stated)
→ u	-1%	25%	-8%	-9	0.4%	1%	-5%	-2%	11%	-7%
CCC(=O)Nc1cccc(NC(=S)NC(=O)c2ccc(C)cc2)c1
→ u	2%	u	1%	9	-0.6%	-5%	-1%	-3%	-6%	-4%
CC(=O)N1CCN(c2ccc([N+](=O)[O-])c(-n3nc(C)cc3C)c2)CC1
→ 1%	1%	3%	0%	-4	-0.6%	-4%	1%[46.1 µM]	6%	8%	-1%
CCN(CC)c1nc2n(c(=O)n1)CCN2CC
→ 6%	0%	18%	-16%	-4	0.2%	-2%	5%	-6%	6%	-2%
Cn1nnnc1Sc1ncnc2scc(-c3cccc(S(C)(=O)=O)c3)c12
→ -6%	-5%	u	-5%	17	-1.7%	-8%	6%	-9%	0%	x
Cc1cc(C(=O)CSc2ncccn2)c(C)n1-c1cccc(F)c1
→ -1%	3%	u	0%	-8	8.4%	11%	-9%[46.1 µM]	2%	-1%	-4%
CCCCNC(=O)C1COc2ccccc2O1 (configuration not stated)
→ -3%	-3%	11%	10%	-3	0.1%	-2%	1%	2%	4%	-12%
Cc1nc(SCC(=O)N2CC(C)OC(C)C2)nc(C)c1C (configuration not stated)
→ 10%	0%	12%	-2%	2	-0.4%	-2%	-3%	-6%	4%	0%
CC1COC(C)(CC(=O)NN2C(=O)c3ccccc3C2=O)O1 (configuration not stated)
→ 1%	-1%	2%	20%	-16	-1.4%	5%	2%	1%	-3%	-4%
Cc1cc(C)cc(N(C(=O)CNC(=O)c2ccco2)C(C(=O)NC2CCCCC2)c2cccnc2)c1 (configuration not stated)
→ 3%	3%	8%	3%	-3	-0.3%	2%	-7%	-4%	-4%	2%
CCOC(=O)C1(C)NC(c2ccc(OC)cc2OC)C2C(=O)N(c3cccc(OC)c3)C(=O)C21 (configuration not stated)
→ -3%	-3%	-12%	3%	-3	0.3%	-2%	12%	-1%	6%	-6%
COc1ccc(C)cc1S(=O)(=O)Nc1ccccc1C
→ 1%	5%	6%	0%	1	-0.3%	1%	1%	-1%	-6%	-6%

Three compounds from above, arranged by the number in Tb PFK inh, rising:
SMILES | Tb PFK inh
Cn1nnnc1Sc1ncnc2scc(-c3cccc(S(C)(=O)=O)c3)c12 | -9%
CCN(CC)c1nc2n(c(=O)n1)CCN2CC | -6%
COc1ccc(C)cc1S(=O)(=O)Nc1ccccc1C | -1%

(next part)
Every second line gives: uPA surface inh	USP2a block	ELG1 repair inh	Chronic BCR inh	TSHR antag	B2AR arrestin	Mito fusion yeast	TCR act	Tb PFK inh	Eya2 phos inh	TSG101-PTAP inh
Cc1ccc(-n2cc(CN(C)Cc3nccn3C)c(-c3cccc(C)c3)n2)cc1
→ 0%	-3%	4%	-3%	4	0.4%	-26%	2%	-4%	-7%	-5%
Cc1ccccc1CNC(=O)/C=C\C(=O)O
→ 2%	3%	3%	9%	2	-0.7%	2%	0%[46.1 µM]	-3%	0%	-1%
CCOC(=O)Nc1sc2nc(C)cc(C)c2c1-n1cccc1
→ -5%	0%	u	1%	-17	0.2%	0%	-5%	-3%	10%	0%
Cc1nnc(Nc2ccc(C(=O)NCCO)cc2)c2ccccc12
→ x	1%	-13%	1%	4	0.3%	-5%	2%	2%	2%	-3%
O=C(OCc1ccccc1)/C(=C/c1cccc([N+](=O)[O-])c1)NC(=O)c1ccco1
→ -4%	3%	u	-1%	-8	0.0%	2%	-3%	-3%	-5%	-3%
COc1cc(CC(=O)OCC(=O)Nc2cc([N+](=O)[O-])ccc2Cl)cc(OC)c1OC
→ 3%	-2%	-19%	-8%	1	6.8%	-5%	-2%[46.1 µM]	0%	2%	-2%
COc1ccc(-n2c(COc3ccccc3)nnc2SCC(N)=O)cc1
→ 4%	0%	1%	-1%	-5	0.4%	-1%	x	-2%	5%	-5%
CCS(=O)(=O)N1CCC(C(=O)NCCc2ccccc2)CC1
→ 4%	2%	8%	-19%	2	-1.1%	-1%	1%	2%	-14%	-2%
CCN(CC)S(=O)(=O)c1ccc(OC)c(NC(=O)CSc2cc(Cl)ccc2Cl)c1
→ -4%	2%	-32%	2%	0	-0.9%	-5%	0%[46.1 µM]	-1%	0%	0%
Cc1ncoc1C(=O)N1CCCC(CCC(=O)NCc2ccc(F)c(F)c2)C1 (configuration not stated)
→ 1%	1%	u	4%	-13	-0.3%	2%	-1%	-8%	-7%	1%
CC1(C)C(C=C(Cl)Cl)C1C(=O)OCc1cccc(Oc2ccccc2)c1 (configuration not stated)
→ 4%	0%	6%	1%	12	-0.1%	20%	4%	-6%	4%	4%
COc1ccccc1NC(=O)Cn1nnc(C(=O)NCCc2ccccc2)c1N
→ 4%	1%	-10%	0%	-1	0.5%	-2%	5%	1%	3%	1%
COc1ccc(-c2cc([C@H]3[C@@H]4C=CCC[C@@]4(C)C(=O)N3Cc3ccccc3)ccc2F)cc1
→ -13%	5%	-14%	0%	24	-0.9%	-46%[inhibitor]	0%	2%	-2%	x
COc1cccc(CN2CCN(C(=O)c3cc(-c4cccnc4)nc4ccc(C)cc34)CC2)c1
→ -9%	-2%	u	-1%	1	-0.2%	4%	-4%	-12%	1%	-3%
Cn1c(=O)[nH]c(=O)c2c1nc(CN1CCOCC1)n2CCCO
→ x	0%	u	2%	11	0.2%	-1%	-1%	0%	1%	-8%

Further structures.
Every second line gives: uPA surface inh	USP2a block	ELG1 repair inh	Chronic BCR inh	TSHR antag	B2AR arrestin	Mito fusion yeast	TCR act	Tb PFK inh	Eya2 phos inh	TSG101-PTAP inh
O=C(/C=C/c1cn(-c2ccccc2)nc1-c1ccccc1)Nc1ccc(C(=O)O)cc1
→ -1%	-2%	u	x	-29	-0.1%	u	-5%	0%	7%	-5%
CC(=O)Nc1c(C)nn(C(C)=O)c1C
→ 0%	5%	-2%	2%	0	0.2%	-17%	1%[46.1 µM]	-3%	-5%	-1%
CCOc1ccc(-c2nn3c(-c4ccc(OC)cc4)nnc3s2)cc1
→ x	-1%	6%	0%	5	-1.1%	0%	x	-5%	-1%	x
COc1ccc(CNS(=O)(=O)NCc2ccc(C)cc2)cc1OC
→ -6%	-1%	21µM*	7%	-4	0.2%	-1%	2%	0%	-22%	0%
O=C(Nc1ccc(CN2CCOCC2)cc1)c1ccc(Cl)cc1Cl
→ -16%	0%	u	-3%	-18	-0.8%	-4%	2%	0%	9%	-7%
O=c1cc(N=Nc2ccc(Cl)cc2)[nH]c(=O)[nH]1
→ -14%	3%	23µM*	u	-14	-0.6%	-48%[inhibitor]	-1%	1%	-29%	-1%
Cc1cc2[nH]c3ccccc3c2c(C)n1
→ -6%	4%	-6%	u	-2	0.5%	3%	-4%[46.1 µM]	0%	4%	-1%
